High-throughput results deposited in PubChem BioAssay by Southern Research Specialized Biocontainment Screening Center.
H37Rv inhibition – M. tuberculosis growth inhibition, HTS (AID 449762). M. tuberculosis H37Rv growth inhibition, 7H9 media; higher % means a stronger effect. inhibition, % at 25 µM, or IC50 in µM where a hit was titrated. 0.59% of 330,000 active; in the data active = a potency from the dose series; inconclusive = inhibition above about 70% without an active follow-up result;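 note: bacterial growth assessed after seven days of incubation; strong numbers were not always called active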
VEEV TC-83 Vero – inhibitors of VEEV TC-83 cytopathic effect, confirmation, Vero cells (AID 588727); Vero cells, VEEV TC-83 cytopathic effect inhibition; higher % means a stronger effect; 0.13% of 350,000 active; one-dose inhibition, % at 20 µM; IC50 in µM for titrated hits; in the data active = a potency from the dose series; inconclusive = inhibition mostly from about 14% at the one dose, without a potency; inactive = the rest, 99 in 100 with inhibition below about 12%; note: strong numbers were not always called active
M. tuberculosis – growth inhibition of non-replicating M. tuberculosis (AID 488890); Mycobacterium tuberculosis non-replicating, growth inhibition; higher % means a stronger effect; inhibition, % at 25 µM, or IC50 in µM where a hit was titrated; 0.39% of 320,000 active; in the data active = a potency from the dose series; inconclusive = inhibition mostly from about 82% at the one dose, without a potency; inactive = the rest, 99 in 100 with inhibition below about 76%;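 note: plate controls were DMSO cells for no effect and high antibiotic wells for full effect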
influenza NS1A – H1N1 influenza NS1A inhibitors, functional cell based assay (AID 504329). one-dose inhibition, % at 12.5 µM; IC50 in µM for titrated hits. NS1A functional cell-based assay, percent inhibition; higher % means a stronger effect. 0.3% of 340,000 active; in the data active = a potency from the dose series; inconclusive = inhibition above about 27% without an active follow-up result; note: strong numbers were not always called active
Salmonella PhoP GFP – PhoP regulon inhibitors, Salmonella typhi PhoP promoter GFP reporter, confirmatory (AID 1850). 0.33% of 310,000 active. inhibition, % at 50 µM, or IC50 in µM where a hit was titrated. Salmonella Typhi PhoP-promoter GFP reporter, fluorescence, 4 h; higher % means a stronger effect; in the data active = a potency from the dose series; inconclusive = inhibition mostly from about 25% at the one dose, without a potency; inactive = the rest, 99 in 100 with inhibition below about 19%;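 note: 0% = induced wells with vehicle and 100% = uninduced wells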
Starred values were filed as active, the others as inactive; i = inactive; ? = inconclusive; · = not tested or not shown.

Values in the order – H37Rv inhibition	VEEV TC-83 Vero	M. tuberculosis	influenza NS1A	Salmonella PhoP GFP
COc1ccc(CN(C)CC(=O)NC(C)c2ccccc2)c(OC)c1 (stereo not drawn)
→ 1%	i	-2%	-6%	8%
COC(=O)c1cc(C#N)c(Oc2ccccc2)nc1C
→ -3%	7.0%	8%	-4%	9%
CCCOc1ccc(N2C(=O)CC(NCCNc3ccc(S(=O)(=O)CC)cc3)C2=O)cc1 (stereo not drawn)
→ 3%	1.2%	15%	7%	13%
CCN(CC)CCN1C(=O)C(O)=C(C(=O)c2ccco2)C1c1ccccn1 (stereo not drawn)
→ -3%	2.5%	-7%	-1%	-4%
COc1cc2c(cc1OC)CN(C(=O)C1(c3ccccc3)CC1)CC2
→ -6%	1.1%	8%	-4%	-1%
COCCn1c(C)cc(C(=O)COC(=O)/C=C/c2ccc(OC)cc2OC)c1C
→ -11%	1.1%	-10%	0%	·
COC(=O)c1ccccc1NC(=O)c1ccc(F)cc1
→ -1%	0.3%	41%	8%	2%
Cc1cc(C(=O)COC(=O)c2ccc(NC(=O)CC#N)cc2)c(C)n1-c1ccc(OC(F)F)cc1
→ 4%	i	44%	-13%	·
CCOC(=O)C1C(=O)C=C(c2ccc(C)cc2)CC1c1ccccc1 (stereo not drawn)
→ -6%	3.2%	22%	-2%	9%
O=S(=O)(Nc1nc2ccccc2nc1NCc1ccco1)c1ccc(F)cc1
→ 1%	80%	8%	22%	9%
O=C(NCc1cccs1)C1CC(=O)N(c2ccccc2)C1 (stereo not drawn)
→ -2%	i	-8%	6%	-3%
O=C(CSc1cccc[n+]1[O-])N1CCCc2ccccc21
→ -2%	0.2%	15%	12%	11%
CC(=O)Nc1ccc(S(=O)(=O)Nc2cccc(-c3nc4cc(C)ccc4o3)c2)cc1
→ -4%	60%	25%	-9%	11%
CC[C@@]12C(=O)N(c3ccc(OC)cc3)C(=O)N1[C@H](c1ccc(Cl)cc1)[C@@H]1C(=O)N(C3CCCCC3)C(=O)[C@@H]12
→ 1%	i	53%	14%	-1%
O=C(c1cc2c(s1)CCC2)N1CCN(c2ccccc2)CC1
→ 2%	0.3%	45%	6%	-11%
CCCCC1=CC2=CC(=O)C(C)(OC(=O)CC)C(=O)C2=CN1C1CCCC1 (stereo not drawn)
→ -2%	2.7%	7%	5%	-12%
COc1ccc(N2CCN(CCC(=O)c3ccc4ccccc4c3)CC2)cc1
→ 12%	?	?	26%	-4%
CC(=O)c1ccc(N2CCN(S(=O)(=O)c3c(C(=O)N4CCCCC4)c(C)n(C)c3C)CC2)cc1
→ 3%	i	-9%	9%	-17%
CC1CCC(NC(=O)C2CC(=O)N(c3ccc4c(c3)OCCO4)C2)CC1 (stereo not drawn)
→ -4%	1.6%	6%	-8%	3%
O=C(CSc1ncnc2c1cnn2CCO)Nc1cccc(C(F)(F)F)c1
→ -1%	2.1%	-17%	31%	-5%
Cc1cc(C(=O)C(C)OC(=O)C2=NNC(=O)CC2)c(C)n1-c1ccc(OC(F)F)cc1 (stereo not drawn)
→ -4%	7.0%	54%	8%	0%
O=C(CC1SC(=Nc2ccc(O)cc2)NC1=O)Nc1ccccc1 (stereo not drawn)
→ -4%	1.4%	-5%	5%	3%
CN1CCc2c(sc3nc(SCC(=O)N4CCOCC4)n(-c4ccc(Cl)cc4)c(=O)c23)C1
→ 4%	3.6%	62%	-5%	1%
CCOC(=O)c1cc2sccc2n1CCCN1C(=O)c2ccccc2C1=O
→ 1%	0.1%	31%	7%	-8%
COC(C(=O)Nc1cccc([N+](=O)[O-])c1)c1ccccc1 (stereo not drawn)
→ 0%	0.8%	21%	-4%	0%
CCSC1=C(C#N)C(c2ccc(C)o2)CC(=O)N1 (stereo not drawn)
→ 6%	0.8%	2%	-11%	-4%
Cc1noc(C)c1S(=O)(=O)Nc1ccc(C(=O)N2CCC(C)CC2)cc1
→ 9%	·	22%	·	-13%
Cc1ccc2nc(-c3cccc(SC4CCCCC4)c3)c(NC3CCCCC3)n2c1
→ 1%	2.0%	2%	4%	·
C/C(CC(=O)Nc1cccc(Cl)c1Cl)=N\NC(=O)c1ccccc1C
→ 17%	0.1%	9%	3%	-8%
CC(C)CCn1nnnc1C(c1ccccc1)N1CCC(C(N)=O)CC1 (stereo not drawn)
→ 1%	6.6%	54%	3%	-12%

The list goes on.
Values in the order – H37Rv inhibition	VEEV TC-83 Vero	M. tuberculosis	influenza NS1A	Salmonella PhoP GFP
Cn1nc(C(=O)NCc2cccs2)c2ccccc2c1=O
→ -2%	i	41%	-8%	1%
CC1CCCC(NC(=O)CCS(=O)(=O)c2ccc3c(c2)NC(=O)CS3)C1C (stereo not drawn)
→ 7%	2.4%	19%	-4%	4%
c1ccc(C(c2ccccc2)N2CCN(c3nc4ccccc4n4cnnc34)CC2)cc1
→ 6%	·	6%	·	3%
Cc1cc(C)c(CSc2ncnc3nc[nH]c23)c(C)c1
→ -6%	2.0%	29%	0%	24%
Nc1nnc(SCC(=O)c2ccc3c(c2)NC(=O)CO3)s1
→ -1%	2.5%	8%	-16%	3%
CCC(=O)Nc1sc2c(c1C#N)CC(C)(CC)OC2 (stereo not drawn)
→ 4%	2.5%	3%	-9%	21%
c1ccc(-c2csc(CN3CCCCC3)n2)cc1
→ ·	i	·	-14%	·
CCCCCCCCCCOC(=O)CCN1CC1
→ ·	i	·	1%	·
CC1(C)Cc2ccccc2C(NNC(=O)c2ccccn2)=N1
→ ?	12%	76%	8%	-15%
CCC(=O)c1ccc(OCC(=O)Nc2ccccc2N2CCOCC2)cc1
→ -3%	i	62%	-2%	·
COc1ccc(-n2cnc3c(sc4nc(N5CCOCC5)c5c(c43)CCCC5)c2=O)cc1
→ 18%	9.8%	39%	-1%	34%
NS(=O)(=O)c1ccc(CNC(=O)c2scc3c2CCCC3)cc1
→ 4%	3.4%	-18%	9%	-6%
COc1ccc(CSCCNC(=S)Nc2ccccc2)cc1Cl
→ -2%	2.5%	?	-13%	1%
CC(=NNC(=O)Cn1ccc(C(F)(F)F)n1)c1ccc(-n2ccnc2)cc1
→ -6%	1.8%	-8%	-2%	·
CCCCOC(=O)c1ccc(NC(C)=O)cc1
→ 69%	3.1%	34%	2%	-6%
O=c1cc(CN2CCN(S(=O)(=O)c3ccccc3)CC2)nc2sccn12
→ -3%	2.5%	-2%	-16%	6%
CCOC(=O)c1ccc(NC(=O)NNS(=O)(=O)c2cc(OC)ccc2OC)cc1
→ ?	4.5%	2%	0%	4%
CCOc1ccc(-c2n[nH]c(C)c2-c2ccccc2OC)c(O)c1
→ -5%	i	-10%	0%	8%
Cc1noc2ncnc(N3CCCC3)c12
→ 3%	0.5%	-1%	-12%	-16%
COc1ccc(C(=O)N2CCOCC2)cc1S(=O)(=O)N1CCC(C)CC1
→ -6%	0.0%	6%	4%	0%
O=C(Nc1ccc2c(c1)OCO2)c1ccccn1
→ -10%	0.8%	18%	2%	·
CCOc1ccccc1Nc1nc(N)nc(Cl)c1CC
→ ·	1.2%	·	-17%	·
Cc1cc(=O)n2[nH]c(N)c(N=Nc3ccccc3F)c2n1
→ 60%	6.2%	44%	-9%	-3%
c1ccc(-c2cc(-c3ccccc3)on2)cc1
→ 2%	0.5%	40%	-17%	7%
CCOC(=O)C(NC(=O)c1ccccc1)=C(C)C
→ -9%	0.8%	0%	-3%	-3%
O=C(c1ccncc1)N1CCN(C2CCCCC2)CC1
→ 2%	0.5%	-13%	2%	-3%
CCCn1c(=O)c(C(=O)Nc2c(C)n(C)n(-c3ccccc3)c2=O)c(O)c2ccccc21
→ -2%	2.6%	6%	-2%	-18%
COc1cc(CNCc2ccncc2)cc(OC)c1OC
→ 0%	0.8%	-5%	16%	-4%
Cn1c(NC(=O)C[n+]2cc(-c3ccccc3)n3c2CCC3)cc(=O)n(C)c1=O
→ -6%	0.1%	-19%	-4%	-2%
CCOC(=O)c1[nH]c2ccc(OCC)cc2c1NC(=O)CN1CCCC(C)C1 (stereo not drawn)
→ 8%	7.8%	13%	4%	-2%

Carrying on:
Values in the order – H37Rv inhibition	VEEV TC-83 Vero	M. tuberculosis	influenza NS1A	Salmonella PhoP GFP
COc1ccc(Cc2nc(-c3ccc(NC(=O)c4cccnc4)cc3)no2)cc1
→ 12%	2.6%	33%	-4%	-4%
CCOC(=O)/C=C1\CC(=O)Nc2nonc2N1
→ 0%	0.7%	3%	5%	9%
O=C(Nc1ccc2oc(=O)ccc2c1)c1cccnc1Cl
→ -2%	0.8%	4%	1%	5%
Cn1cccc1C(C#N)c1ncc(C(F)(F)F)cc1Cl (stereo not drawn)
→ 4%	1.1%	18%	-3%	5%
Cc1ccc(-c2nc(C#N)c(N3CCCCC3)o2)cc1
→ 3%	0.0%	·	0%	6%
COc1ccc(OCC(=O)Nc2ccc3c(c2)nc(CCN2CCCC2)n3C)cc1
→ 2%	13%	47%	1%	-3%
Cc1cc(S(=O)(=O)NCC(C)C)ccc1OCC(=O)N1CCN(Cc2ccccc2)CC1
→ -2%	0.5%	11%	2%	4%
O=[N+]([O-])c1cc(S(=O)(=O)Nc2ccccc2)ccc1Nc1ccccc1
→ ·	i	·	11%	·
COc1ccc(C(=O)NCCN2CCOCC2)cc1OC
→ 5%	0.5%	6%	-26%	3%
CCSc1cc(N2CCCC2)nc(-c2ccccc2Cl)n1
→ 7%	i	-11%	6%	-13%
COc1cc2c(cc1NC(=O)CSc1ccccc1)oc1ccccc12
→ -1%	0.5%	29%	-14%	-2%
CC(C)CNS(=O)(=O)c1ccc(CCC(=O)N2CCN(Cc3ccc4c(c3)OCO4)CC2)cc1
→ -8%	0.7%	5%	6%	-8%
O=C(Cc1ccccc1)N1CCN(Cc2cccc(Cl)c2)CC1
→ 7%	2.4%	2%	5%	1%
CN(C)c1cc[n+](CC(=O)c2ccc(-c3ccccc3)cc2)cc1
→ 10%	i	49%	7%	0%
O=C(CSc1nnc(-c2ccc(Cl)s2)o1)N1CCc2ccccc21
→ 1%	·	-2%	·	-9%
COc1ccc(CN2CCC(=O)N([C@H](CO)Cc3ccccc3)CC2)cc1
→ 2%	i	5%	3%	1%
O=C(O)c1ccccc1NN=Cc1ccccc1
→ ·	0.9%	·	7%	·
CCN(c1ccccc1)S(=O)(=O)c1cccc(C(=O)NCc2ccccc2CN2CCOCC2)c1
→ -17%	7.6%	36%	3%	·
CC(C)CC(=O)c1c[nH]c(C(=O)O)c1
→ 1%	0.8%	5%	-7%	3%
CCCC(=O)Nc1nnc(-c2ccccc2)o1
→ -3%	0.3%	·	5%	-10%
CN1CCN(c2c(F)cc3c(=O)c(C(=O)O)cn4c3c2OCN4C)CC1
→ 0.72µM*	i	?	-15%	<0.23µM*
O=C(NNS(=O)(=O)c1ccc(Cl)cc1)c1sccc1-n1cccc1
→ 0%	4.9%	3%	1%	2%
CCCC(=O)OCC1CN(Cc2ccco2)S(=O)(=O)c2c(F)cccc2O1 (stereo not drawn)
→ ·	0.7%	·	1%	·
COC(=O)c1ccc(COC(=O)CCC(=O)c2cccs2)cc1
→ 1%	i	?	-2%	-1%
S=c1[nH]nc(-c2ccccc2Br)n1Cc1ccccc1
→ -6%	1.7%	6%	-7%	-2%
O=C(NNC(=S)NCC1CCCO1)c1cc(Br)ccc1Cl (stereo not drawn)
→ -12%	1.0%	8%	-8%	-7%
Cc1cc(C(=O)N/N=C/c2ccc(OC(=O)c3ccccc3Br)cc2)n[nH]1
→ 1%	0.6%	i	0%	7%
COc1ccc(CC(=O)n2[nH]c(=O)ccc2=O)cc1OC
→ 7%	0.3%	-6%	·	3%
O=C(Nc1ccc(Cl)c(Cl)c1)Nc1ccccc1O
→ 12%	1.5%	68%	1%	0%
O=C(CBr)Nc1c2c(nn1-c1ccccc1)CSC2
→ 1%	1.9%	2%	0%	10%
O=C(NCc1ccc(Cl)cc1)C1CCN(C(=O)Cc2ccccc2)CC1
→ -6%	6.6%	19%	-8%	-6%
O=C(CC1N=C(Cc2ccccc2)NNC1=O)N/N=C/c1ccc([N+](=O)[O-])cc1 (stereo not drawn)
→ -5%	1.1%	-4%	-5%	-3%

Another view of part of the listing above.
| Molecule | H37Rv inhibition | VEEV TC-83 Vero | M. tuberculosis | influenza NS1A | Salmonella PhoP GFP |
| --- | --- | --- | --- | --- | --- |
| O=C(Cc1ccccc1)N1CCN(Cc2cccc(Cl)c2)CC1 | 7% | 2.4% | 2% | 5% | 1% |
| CN1CCN(c2c(F)cc3c(=O)c(C(=O)O)cn4c3c2OCN4C)CC1 | 0.72µM* | i | ? | -15% | <0.23µM* |

Three compounds drawn at random from the list so far, as already listed:
Values in the order – H37Rv inhibition	VEEV TC-83 Vero	M. tuberculosis	influenza NS1A	Salmonella PhoP GFP
O=C(c1ccncc1)N1CCN(C2CCCCC2)CC1
→ 2%	0.5%	-13%	2%	-3%
CCCCOC(=O)c1ccc(NC(C)=O)cc1
→ 69%	3.1%	34%	2%	-6%
O=C(CSc1cccc[n+]1[O-])N1CCCc2ccccc21
→ -2%	0.2%	15%	12%	11%
